Rac1 wt GTP bind: alters GTP binding to wildtype human Rac1 | 0.27% of 190,000 active | GST-Rac1 beads, fluorescent GTP binding, flow cytometry; actives lie on both sides; 0 = cold GTP competed, 100 = untreated | GTP binding activity (% of control), % at 10 µM | P63000;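 active = GTP binding activity at least 20 points away from the 100% control level, either lower or higher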
HRas wt GTP bind: modulators of GTP binding to human HRas wildtype; P01112; GST-Ras wt beads, Bodipy-FL-GTP binding, flow cytometry; actives lie on both sides; GTP binding activity, % at 10 µM; 0.14% of 190,000 active; AID 759;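 active = GTP binding activity at least 20% away from the 100% baseline, either lowered as inhibitor or raised as activator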;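 also: 0% = unlabeled GTP competition control and 100% = no-compound control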
Target sequence (P01112 whole entry, looked up): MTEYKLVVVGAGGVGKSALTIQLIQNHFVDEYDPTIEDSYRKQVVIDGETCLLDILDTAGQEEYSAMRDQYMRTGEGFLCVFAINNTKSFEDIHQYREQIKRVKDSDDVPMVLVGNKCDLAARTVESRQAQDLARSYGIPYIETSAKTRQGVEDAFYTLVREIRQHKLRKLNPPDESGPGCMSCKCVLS
Mcl1-Noxa inh: disrupts binding of human Mcl-1 to Noxa peptide; Q07820; TR-FRET Mcl-1/Noxa peptide binding, 2 h; inhibition, % at 21.7 µM; 1.5% of 220,000 active; AID 1022;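 active = compounds that cut the protein-peptide binding signal by more than 50% relative to plate controls in a single-dose test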;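 also: His-tagged Mcl-1 with rhodamine Noxa BH3 peptide and terbium anti-His antibody; 0% = Mcl-1 plus Noxa peptide wells and 100% = peptide-only wells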
Target sequence (Q07820 whole entry, looked up): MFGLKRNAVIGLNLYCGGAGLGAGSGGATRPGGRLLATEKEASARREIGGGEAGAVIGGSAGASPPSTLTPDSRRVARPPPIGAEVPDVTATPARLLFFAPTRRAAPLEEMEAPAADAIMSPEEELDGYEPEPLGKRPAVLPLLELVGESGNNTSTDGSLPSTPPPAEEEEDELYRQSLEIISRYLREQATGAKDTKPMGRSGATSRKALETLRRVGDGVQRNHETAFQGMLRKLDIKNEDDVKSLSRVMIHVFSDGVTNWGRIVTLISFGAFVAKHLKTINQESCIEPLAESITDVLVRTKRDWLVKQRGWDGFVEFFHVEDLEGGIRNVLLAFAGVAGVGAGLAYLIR
Mcl-1 Bim block: human Bim-Mcl-1 interaction inhibition; Q07820; Bead-based flow cytometry, Bim peptide-Mcl-1 binding; inhibition, % at 10 µM; 0.1% of 190,000 active; in the data active = inhibition above about 40%;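 also: 0% = no compound tracer wells and 100% = peptide blocker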
Mcl1-Bid inh: Mcl-1/Bid interaction inhibition; inhibition, % at 21.7 µM; TR-FRET Mcl-1/Bid-Dy647 peptide binding, 1536-well; AID 1021; 0.97% of 220,000 active; Q07820;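 active = compounds that cut the binding signal by more than half at the single screening dose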;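 also: His-tagged Mcl-1 with europium anti-His antibody binding Bid BH3 peptide; 0% = Mcl-1 plus peptide wells and 100% = peptide-only wells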
RGS8-Gao reg: human RGS8-Galphao interaction regulation | AID 1423 | 0.34% of 220,000 active | multiplexed bead flow cytometry, RGS8-Galphao binding; actives lie on both sides | P09471 | response (percent of control binding), % at 10 µM; in the data active = response below about 60% or above about 140%; inactive = in between;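 also: Galphao activated as the GDP aluminium fluoride complex binding bead-coupled RGS8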
Target sequence (P09471 whole entry, looked up): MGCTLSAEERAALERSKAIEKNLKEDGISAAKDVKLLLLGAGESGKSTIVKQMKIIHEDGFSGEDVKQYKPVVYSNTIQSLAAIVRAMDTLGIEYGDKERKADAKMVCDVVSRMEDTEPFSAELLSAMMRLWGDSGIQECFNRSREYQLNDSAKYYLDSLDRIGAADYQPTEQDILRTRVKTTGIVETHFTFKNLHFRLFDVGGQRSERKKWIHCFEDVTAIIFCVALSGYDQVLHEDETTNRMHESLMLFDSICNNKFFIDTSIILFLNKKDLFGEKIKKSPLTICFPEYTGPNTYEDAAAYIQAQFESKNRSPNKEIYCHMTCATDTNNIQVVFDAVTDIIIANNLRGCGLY
Rab7 wt modul: modulators of GTP binding to dog Rab7 wildtype GTPase | GST-Rab7 beads, fluorescent GTP binding, flow cytometry; actives lie on both sides; untreated = 100%, excess cold GTP = 0% | GTP binding activity (percent of control), % at 10 µM | 0.055% of 190,000 active | AID 758;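 active = fluorescent GTP binding to Rab7 beads changed by at least 20 points from the 100% baseline, either direction, mostly lower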;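 also: median green fluorescence of bound Bodipy-FL-GTP per Rab7 bead population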
Pf gametocyte: P. falciparum stage V gametocyte viability inhibition | AID 743093 | inhibition, % at 10.9 µM | P. falciparum stage V gametocytes, ATP luminescence, 24 h | 0.065% of 150,000 active;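 active = inhibition above the mean plus 3 SD of compounds within the control limits, set per campaign, cut at about 38% in these data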;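 also: 0% = DMSO wells and 100% = medium only without gametocytes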
Rab2 wt GTP: changes GTP binding to wildtype dog Rab2A, up or down; GST-Rab2 wt beads, Bodipy-GTP binding, flow cytometry; 0.19% of 190,000 active; AID 760; GTP binding activity, % at 10 µM;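 active = GTP binding activity at least 20 points away from 100%, either lowered or raised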;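 also: 0% = beads with excess unlabeled GTP and 100% = no-compound control corrected for plate trend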
Cdc42 wt GTP: changes GTP binding to wildtype human Cdc42. 0.2% of 190,000 active. GST-Cdc42 beads, Bodipy-GTP binding, flow cytometry; actives lie on both sides. AID 761. percent activity (GTP binding), % at 10 µM;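 active = percent activity GTP binding at least 20 points away from the 100% baseline, either down as inhibitor or up as activator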;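 also: median bead fluorescence of bound Bodipy-FL-GTP at 100 nM; 0% = excess unlabeled GTP control and 100% = no compound control; below 100% means less GTP binding so inhibitor and above means activator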
Target sequence (P60953 whole entry, looked up): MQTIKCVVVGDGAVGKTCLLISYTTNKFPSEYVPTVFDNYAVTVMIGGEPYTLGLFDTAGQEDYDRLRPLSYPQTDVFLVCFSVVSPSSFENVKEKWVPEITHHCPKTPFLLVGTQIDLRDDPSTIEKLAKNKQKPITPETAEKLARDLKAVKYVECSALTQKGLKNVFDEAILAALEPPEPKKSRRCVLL
Rac1 mut GTP: modulators of GTP binding to human Rac1 activated mutant; P63000; GST-Rac1 activated beads, fluorescent GTP binding, flow cytometry; actives lie on both sides; 100% means binding = to untreated wells; percent activity (GTP binding), % at 10 µM; 0.11% of 190,000 active; AID 764;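 active = GTP binding at least 20 percentage points away from the 100% baseline, in either direction, so actives lie on both sides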
An asterisk follows results filed as active; / = no result given. Rows were taken by chance; overall some 2.9% were active at least once.

SMILES	Rac1 wt GTP bind	HRas wt GTP bind	Mcl1-Noxa inh	Mcl-1 Bim block	Mcl1-Bid inh	RGS8-Gao reg	Rab7 wt modul	Pf gametocyte	Rab2 wt GTP	Cdc42 wt GTP	Rac1 mut GTP
Cc1cc2oc(C(=O)Nc3cccnc3)c(C)c2cc1C	102	100	-11	-4	-3	102	99	/	100	102	99
COCCNC(=O)C(=O)N/N=C/c1cccs1	99	97	-22	1	-30	101	99	12	97	97	98
CCc1n[nH]c(=S)n1/N=C/c1cc(OC)cc([N+](=O)[O-])c1O	86	92	78*	1	-126	91	96	-13	84	92	86
CC(Sc1nc(-c2ccccc2)cc(C(F)(F)F)n1)C(=O)Nc1ccc2c(c1)OCO2 (stereo not given)	100	104	-7	-3	-32	102	100	-11	102	98	102
Cc1ccccc1NC(=S)NCc1ccc2[nH]c3c(c2c1)CCCC3	100	97	-1	-2	-15	99	96	/	98	97	96
COC(=O)C(C)(C)NC(=O)c1cccs1	102	100	-6	0	-13	119	103	17	100	101	98
COc1ccc(N2CC(C(=O)NCc3ccccc3)CC2=O)cc1 (stereo not given)	106	102	11	2	-3	100	104	/	102	102	100
CCCNC(=O)N(C)c1nncnc1C(=O)NC	103	101	-23	-2	-4	104	99	15	98	102	99
COc1ccc(C(=O)NNC(=O)Nc2ccc(Cl)cc2)cc1	93	98	2	0	-10	109	99	1	95	97	93
FC(F)(F)c1ccccc1C1C2=C(Nc3ncnn31)c1ccccc1CCC2 (stereo not given)	107	100	4	-2	22	102	103	/	97	102	98
O=C(NCc1ccco1)c1nn2c(C(F)(F)F)cc(-c3cccs3)nc2c1Cl	99	97	-2	5	-20	100	94	6	96	99	97
Cn1cc(/C=C(\C#N)C(=O)Nc2cccc([N+](=O)[O-])c2)c2ccccc21	101	102	29	3	52*	100	104	4	99	99	93
C/C=C(\C)C(=O)NCCN1C2=NC[C@H](Cc3ccc(O)cc3)N2C[C@@H]1Cc1ccc(OC)cc1	98	97	-24	0	-8	100	100	0	97	97	98
O=c1[nH]c2ccc(NC(=S)Nc3ccc(Cl)cc3)cc2[nH]1	103	99	13	-1	-30	101	96	21	101	101	99
O=C(/C=C/c1ccc(F)cc1)NC(=S)Nc1ccccc1C(=O)NC1CCCCC1	97	100	12	-2	-38	98	95	/	100	100	96
CCC(CC)C(=O)Nc1ccc(C)c(O)c1	97	101	8	-2	-22	94	102	2	100	99	92
CCCCN1CNC(=S)N(c2ccccc2OCC)C1	102	102	1	-1	-84	106	102	1	98	98	100
O=C(Cn1c(NCCCO)nc2ccccc21)c1ccco1	103	102	6	-1	20	99	95	/	102	103	101
CCCNC(=O)N1CCCC(C(N)=O)C1 (stereo not given)	98	97	-9	-1	0	101	96	16	96	98	95
COc1ccc(CNC(=O)CN(c2cccc([N+](=O)[O-])c2)S(C)(=O)=O)cc1	94	96	-14	3	-16	106	102	-18	99	95	95
COc1cccc(N2C(N)=NC(N)=NC2(C)C)c1	111	104	3	0	-27	102	98	-4	104	108	103
COC(=O)C1=C(C)NC(=O)C1(NC(=O)CN1CCCC1=O)C(F)(F)F (stereo not given)	105	101	8	-5	4	101	98	-5	105	105	101
COc1ccc(N(C(=O)COc2ccccc2OC)S(=O)(=O)c2ccc(C)cc2)cc1	101	99	21	-6	-26	98	96	7	97	95	96
O=C(O)CNC(=O)c1ccccc1Br	93	90	12	-2	-5	95	97	7	90	90	95
CC1=C(C(=O)Nc2cc(-c3cccc(F)c3)[nH]n2)C2(CCCCC2)OC1=O	101	98	-3	0	-2	101	97	/	99	97	99

Looked up one by one from the entries so far (2):
SMILES	Rac1 wt GTP bind	HRas wt GTP bind	Mcl1-Noxa inh	Mcl-1 Bim block	Mcl1-Bid inh	RGS8-Gao reg	Rab7 wt modul	Pf gametocyte	Rab2 wt GTP	Cdc42 wt GTP	Rac1 mut GTP
COc1cccc(N2C(N)=NC(N)=NC2(C)C)c1	111	104	3	0	-27	102	98	-4	104	108	103
Cn1cc(/C=C(\C#N)C(=O)Nc2cccc([N+](=O)[O-])c2)c2ccccc21	101	102	29	3	52*	100	104	4	99	99	93

New compounds follow:
SMILES	Rac1 wt GTP bind	HRas wt GTP bind	Mcl1-Noxa inh	Mcl-1 Bim block	Mcl1-Bid inh	RGS8-Gao reg	Rab7 wt modul	Pf gametocyte	Rab2 wt GTP	Cdc42 wt GTP	Rac1 mut GTP
CC1CCc2cc(F)ccc2N1C(=O)c1cc2nc(-c3ccco3)cc(C(F)(F)F)n2n1 (stereo not given)	99	102	-10	-1	-2	98	98	/	101	101	100
CCOc1ccc(N2CC(C(=O)NC(C)C)CC2=O)cc1 (stereo not given)	105	104	0	-1	-13	100	98	/	103	104	99
COc1cc(NC(=O)c2ccccc2)c(OC)cc1NC(=O)Cc1cccs1	92	94	61*	0	-108	103	100	-10	96	94	94
COc1cccc(S(=O)(=O)NCC(=O)Nc2ccc(C(C)(C)C)cc2)c1	103	100	2	-2	11	97	99	13	98	98	100
O=C(CSc1ncn[nH]1)Nc1ccc(OCc2ccccc2)cc1	95	94	13	3	-15	104	97	15	95	91	94
O=C(c1ccc(Br)o1)N1CCN(c2ncccn2)CC1	108	107	35	-1	9	96	105	/	109	106	99
OC(CCCN1CCCCC1)(c1ccccc1)c1ccccc1	101	99	10	0	3	97	96	/	100	100	102
O=C(O/N=C1\CCCc2ccccc21)c1cccs1	95	92	-1	2	-5	98	87	23	89	93	94
Cn1c2c(c(=O)n(C)c1=O)C(c1ccc(Cl)cc1)C(C#N)=C(N)O2 (stereo not given)	100	98	39	3	-26	95	100	-10	97	93	94
CCCCCCCCC(=O)N/N=C(\C)c1cccnc1	105	100	22	0	24	102	100	/	101	99	99
Cc1cc(C)nc(SCC(=O)Nc2ccc(S(=O)(=O)NCCO)cc2)n1	103	101	-2	-2	-14	99	101	-24	103	105	99
COc1ccc(OCc2nnc(SCC(=O)N3CCCc4ccccc43)n2-c2ccc(C)cc2)cc1	105	100	6	2	4	97	96	0	99	102	101
COC(=O)c1c(NC(C)=O)sc(C(=O)Nc2ccccc2F)c1C	98	97	-24	-1	-27	93	104	/	99	96	97
COc1ccccc1NS(=O)(=O)c1cc(NC(=O)CNC(=O)c2cc(C)cc(C)c2)ccc1C	105	101	-18	-1	-66	99	98	/	100	99	100
O=C(CCS(=O)(=O)Cc1ccccc1)Nc1nc2c(s1)CCCC2	106	100	8	-3	-22	103	99	/	102	105	104
COCCCNC(=O)CCc1nnc(Cc2ccc(-c3ccccc3)cc2)o1	96	95	-3	-4	-19	104	102	-2	98	93	97
CCn1nnc(NC(=O)CSc2ccc(Cl)cc2)n1	108	104	25	-4	-18	/	105	/	101	104	99
Cc1ccc(C(=O)Oc2cccc(-n3cnnn3)c2)cc1	101	96	26	1	11	97	94	-1	100	99	97
O=C(Nc1ccccc1)c1ccccc1OCc1ccc(S(=O)(=O)N2CCOCC2)cc1	101	100	9	-2	1	102	100	-21	100	99	97
CC(C)CNC(=O)COC(=O)CCC(=O)c1cccs1	102	99	9	-2	-5	99	97	-14	97	101	96
COc1cc(O)sc1C=Nc1ccc(Cl)cc1Cl	99	98	11	-1	1	108	92	-31	99	98	95
CSc1nnc(N(CCC#N)CCC#N)s1	100	100	5	1	-5	88	101	1	101	102	100
CCOC(=O)c1cccc(NC(=O)CN(c2ccc(OC)cc2)S(=O)(=O)c2c(C)noc2C)c1	105	103	-14	2	-26	99	105	20	105	103	99
CC(CNC(=O)CCc1nnc(CCC2CCCCC2)o1)c1ccccc1 (stereo not given)	96	96	7	0	-25	103	95	12	96	95	93
Fc1ccc(F)c(C2=NNC(=Nc3ccccc3F)SC2)c1	99	99	18	-3	-36	101	100	-50	101	96	101

Additional records:
SMILES	Rac1 wt GTP bind	HRas wt GTP bind	Mcl1-Noxa inh	Mcl-1 Bim block	Mcl1-Bid inh	RGS8-Gao reg	Rab7 wt modul	Pf gametocyte	Rab2 wt GTP	Cdc42 wt GTP	Rac1 mut GTP
Cc1ccc(-n2c(-c3cc(C)n(C)n3)n[nH]c2=S)cc1	102	99	14	0	-83	98	99	12	97	98	98
CCCCC(=O)Nc1ccc(NC(=O)C2CC2)nc1	105	99	7	-5	-19	99	97	/	104	102	101
Cc1nc2c(C(=O)NCCC(C)C)c[nH]n2c(=O)c1Cl	104	101	25	0	15	99	100	0	99	100	94
CCCNC(=O)C1CCN(S(=O)(=O)c2cccs2)CC1	101	98	18	0	-1	100	105	/	100	99	99
Cc1cc(C)n(Cc2ccc(F)cc2)c(=O)c1C#N	104	101	11	0	1	104	97	/	97	98	98
O=C(c1ccco1)N1CCN(c2ccnc3cc(Cl)ccc23)CC1	92	96	5	0	-30	99	95	-22	96	92	93
CCC(=O)Nc1cc2nn(-c3ccccc3)nc2cc1Cl	105	104	-23	-1	-1	100	103	/	105	106	102
Cc1c(NC(=O)C2C3C=CC(C3)C2C(=O)O)c(=O)n(-c2ccccc2)n1C (stereo not given)	104	101	-10	-4	-19	101	101	/	103	97	98
CC(=O)Nc1nc2ccc(-c3nc4ccccc4o3)cc2s1	104	99	-18	-4	7	103	97	/	96	98	96
Cc1nnnn1CC(=O)Nc1ccccc1[N+](=O)[O-]	103	98	12	0	-9	99	99	/	98	100	102
Cc1ccc(-c2nn(-c3cccc(F)c3)cc2CN2CCN(c3ccccn3)CC2)o1	96	97	34	0	-43	99	94	7	95	95	91
O=C(N/N=C/c1cccc([N+](=O)[O-])c1)c1ccc(CN2CCOCC2)cc1	106	100	14	-4	-4	101	100	0	100	104	100
COc1cccc(C2=CC(c3cccs3)n3nnnc3N2)c1 (stereo not given)	98	99	11	-3	5	99	98	/	98	100	97
COc1ccc(-n2c(SCC(=O)NCc3ccco3)nnc2-c2c[nH]c3ccccc23)cc1	100	98	14	-1	-12	117	98	/	97	95	94
Clc1ccc(-c2cn(-c3ccccc3)c3[n+]2CCS3)cc1	101	97	1	-1	-12	102	100	8	98	94	98
COc1ccc(/C=C/C(=O)O)cc1S(=O)(=O)N1CCCCC1	108	100	15	-1	-8	106	102	/	94	96	96
CCOc1ccc(NC(=O)CC2Nc3ccccc3NC2=O)cc1 (stereo not given)	95	95	11	-1	-34	101	101	-6	96	94	92
COc1ccc(Cl)cc1NC(=O)C(C)N(C)Cc1cccc(Cl)c1Cl (stereo not given)	103	100	6	-3	3	101	99	-25	96	99	98
CC(C)(C)NC(=O)NC(=O)CN1CCCCCCC1	98	98	-1	-1	-19	101	97	1	98	99	97
O=C(COC(=O)c1cc(Cl)ccc1[N+](=O)[O-])Nc1cccc2ccccc12	100	101	-1	-6	-22	81	101	0	101	102	99
COc1ccccc1OCc1nc(C#N)c(N2CC(C)CC(C)C2)o1 (stereo not given)	100	101	19	0	-18	102	102	/	101	99	97
COC(=O)/C=C1\C(=O)N(c2nc3ccc(OC)cc3s2)C(=S)N1c1ccc(F)cc1	98	100	27	0	4	100	99	/	99	100	97
CC1CCc2c(sc3nc4n(c(=O)c23)CCS4)C1 (stereo not given)	102	98	19	-1	0	97	102	4	100	101	97
CCCCOCCCNS(=O)(=O)Cc1ccccc1	101	103	-7	0	2	105	102	/	101	103	98

Screening data from PubChem BioAssay.
